TDP43 rescue – TDP-43 toxicity inhibition in yeast; TDP-43 expressing yeast growth rescue, BacTiter-Glo, 24 h; Potency, µM (highest dose often 46.1 µM), for the others: at the top dose growth rescue (activation), actives largely listed as activators; actives 1.8% (n = 410,000); also: potency is read from the fitted curve at half-maximal effect; % of control where 0% means no effect; nearly all actives have a fitted effect of over 50% in size
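Cell-based yeast growth screen: TDP-43 expression induced in galactose, inoculum OD600=0.02 after raffinose pregrowth to mid-log. Read-out BacTiter-Glo luminescence at 24 hr, 30 deg C; inhibition of toxicity seen as signal increase.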
Akt phos inh – inhibitors of Akt phosphorylation; Neuro2A IGF-stimulated pAkt S473 HTRF, 20 min; hits give low values; activity change, % for hits at 50 µM; actives 0.32% (n = 360,000); in the data active = activity change below about -80%; inconclusive = mostly about -51% to -80%; also: % is scaled to controls: 0 for no effect and ±100 for the full control effect
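Single-point screen (50 µM final compound) in Neuro2A cells stimulated 20 min with 6 nM IGF at 37 deg C. After lysis, Ser473-phosphorylated Akt read by HTRF (ex 330 nm, em 615/665 nm) as the 665/615 ratio.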
GLP-1R agonist – agonists of human GLP-1 receptor; actives 0.007% (n = 380,000); P43220; Potency, µM (highest dose often 45.6 µM), for the others: at the top dose activation, actives largely listed as activators; HEK293 GLP-1R CRE-luciferase, luminescence, 4-6 h; cells express a hypersensitive GLP-1R form; also: potency is read from the fitted curve at half-maximal effect; % of control where 0% means no effect
Target sequence (P43220 whole entry, looked up): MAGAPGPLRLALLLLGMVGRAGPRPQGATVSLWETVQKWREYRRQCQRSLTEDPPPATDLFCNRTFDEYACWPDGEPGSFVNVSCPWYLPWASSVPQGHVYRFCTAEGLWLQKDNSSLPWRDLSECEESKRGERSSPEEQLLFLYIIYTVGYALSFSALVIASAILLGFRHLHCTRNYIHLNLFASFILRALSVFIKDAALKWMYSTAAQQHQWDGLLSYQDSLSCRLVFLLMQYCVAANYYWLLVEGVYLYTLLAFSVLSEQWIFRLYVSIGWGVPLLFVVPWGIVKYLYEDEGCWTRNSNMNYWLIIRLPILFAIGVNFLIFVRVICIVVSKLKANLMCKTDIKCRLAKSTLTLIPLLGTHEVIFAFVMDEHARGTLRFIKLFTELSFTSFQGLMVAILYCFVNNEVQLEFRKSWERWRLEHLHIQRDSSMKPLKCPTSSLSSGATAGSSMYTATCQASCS
PTHR1 agonist – activates the human parathyroid hormone receptor PTHR1. Q03431. HEK293 GP2 PTHR1 cells, GloSensor cAMP luminescence, 1 h. Potency, µM (series often up to 115 µM), without a hit: top-dose activation, actives largely listed as activators. actives 0.075% (n = 410,000). AID 743266; also: potency is read from the fitted curve at half-maximal effect; nearly all actives have a fitted effect of over 55% in size; some results filed as inactive show a strong effect at the top dose; inactives centre near -15; many of its hits are not listed in these tables
Target sequence (Q03431 whole entry, looked up): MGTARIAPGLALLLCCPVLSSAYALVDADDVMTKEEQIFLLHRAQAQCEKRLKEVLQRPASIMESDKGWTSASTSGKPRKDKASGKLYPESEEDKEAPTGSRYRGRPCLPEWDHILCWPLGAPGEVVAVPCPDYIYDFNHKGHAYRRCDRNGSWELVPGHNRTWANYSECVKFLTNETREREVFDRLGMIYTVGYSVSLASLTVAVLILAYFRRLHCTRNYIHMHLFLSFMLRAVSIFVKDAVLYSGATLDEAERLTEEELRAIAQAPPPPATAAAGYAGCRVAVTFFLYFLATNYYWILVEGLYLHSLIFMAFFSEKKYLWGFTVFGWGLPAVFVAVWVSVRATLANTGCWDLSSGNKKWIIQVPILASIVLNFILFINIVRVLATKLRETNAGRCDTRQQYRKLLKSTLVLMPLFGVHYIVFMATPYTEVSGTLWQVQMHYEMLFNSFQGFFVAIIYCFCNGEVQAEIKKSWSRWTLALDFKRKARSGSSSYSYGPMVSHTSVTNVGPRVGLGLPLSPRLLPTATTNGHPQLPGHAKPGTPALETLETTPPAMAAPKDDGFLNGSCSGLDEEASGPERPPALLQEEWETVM
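HEK-293-derived GP2 cells expressing PTHR1 and a GloSensor cAMP reporter, 3,000/well, plated overnight, given luciferin plus IBMX (each 0.5 mM as added) for 1 h at 37 °C, then compound for 1 h at 37 °C. Luminescence was read after 15 min at room temperature.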
GLP1R inv ag – acts as inverse agonist at human GLP-1 receptor; P43220; HEK293 GLP-1R CRE-luciferase, luminescence, 24 h; GLP-1R form is constitutively active; AID 624417; Potency, µM (series often up to 38.3 µM), inactives show at the top dose activity change, negative = inhibition, usual class: inhibitors; actives 1.6% (n = 410,000); also: potency is read from the fitted curve at half-maximal effect; % is scaled to controls: 0 for no effect and ±100 for the full control effect; nearly all actives have a fitted effect of over 55% in size
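Constitutively active GLP-1R drives a cAMP-responsive luciferase in stably transfected HEK293 cells; test compounds are added after overnight (12 h) attachment and left 24 hr, and signal loss in luminescence marks inhibition.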
FUS suppressor – rescues growth of FUS-expressing yeast. Potency, µM (titrated, usually from 76.6 µM), without a hit: top-dose growth rescue (activation), most hits filed as activators. AID 1347120. actives 0.24% (n = 390,000). S. cerevisiae FUS-expressing, growth rescue, OD600, 24 h;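 also: potency is read from the fitted curve at half-maximal effect; plate controls were DMSO vehicle for no effect and reference control for full effect; nearly all actives have a fitted effect of over 55% in size; some results filed as inactive show a strong effect at the top dose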
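Read-out: OD at 600 nm after 24hr at 30C, reporting rescue of FUS-induced yeast toxicity. Cells at OD 0.005 in galactose (2%) minimal medium; compounds tested in a dilution series; CP55940 titration from 92uM final as control.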
aSyn rescue – rescues yeast growth from alpha-synuclein toxicity; Yeast expressing alpha-synuclein, growth rescue, BacTiter-Glo, 24 h; Potency, µM (doses to about 46.1 µM), without a hit: top-dose growth rescue (activation), hits mostly activators; actives 0.14% (n = 370,000); AID 652106; also: potency is read from the fitted curve at half-maximal effect; % of control where 0% means no effect; nearly all actives have a fitted effect of over 65% in size
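Readout is rescue of growth in alpha-synuclein-expressing yeast, so inhibitors of toxicity appear as activators. Growth after 24 hr at 30 deg C in galactose medium is quantified by luminescence.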
DRD3 antagonist – blocks the human D3 dopamine receptor; P35462; D3R cells, DiscoveRx beta-arrestin luminescence, antagonist mode; hits give low values; max response, negative = inhibition, %; actives 2.5% (n = 360,000); AID 652054; in the data active = max response below about -50%; inconclusive = no clear call, values can overlap the other calls; also: % is scaled to controls: 0 for no effect and ±100 for the full control effect; mostly tested at two doses, the higher about 12 µM
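Cells expressing the human receptor were seeded at 1500 cells/well, incubated overnight at 37 degrees C in 5% CO2, then exposed to library compounds with dopamine controls for 90 minutes at 37 degrees C before luminescent detection.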
Abeta rescue – A-beta toxicity reversal in yeast | yeast expressing A-beta42, growth rescue, OD600, 48 h; response scale: 0% DMSO, 100% iron-clioquinol control | Potency, µM (doses to about 46.1 µM), for the others: top-dose growth rescue, actives largely listed as activators | AID 1347071 | actives 0.063% (n = 410,000); also: potency is read from the fitted curve at half-maximal effect; nearly all actives have a fitted effect of over 55% in size
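Growth rescue measured by 600 nm absorbance after 48 h yeast culture at 30 C with compound. Values normalized between DMSO and an equimolar ferric chloride plus clioquinol control.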
* = called active by the depositor; i = inactive; ? = inconclusive; . = not tested or not shown; [ ] = remark or other dose. Unless noted, calls follow the shape of the dose curve; as a rule, active = well fitted curve in the direction sought with a large enough effect; inconclusive = small, poorly fitted or top-dose-only effect, or another doubt; inactive = no such curve, though single readings can be large; an effect the other way counts as inactive or inconclusive.

SMILES | TDP43 rescue | Akt phos inh | GLP-1R agonist | PTHR1 agonist | GLP1R inv ag | FUS suppressor | aSyn rescue | DRD3 antagonist | Abeta rescue
O=C1C(SC(F)(F)C(F)F)=C(C(F)(F)F)OC2C3C=CC(C3)C12 (stereo not given) | 16.5% | i | -14.8% | -14.4% | ? | 4.7% | 0.6% | 12.6 | 14.5%
CCOC(=O)CSC(=S)NC(=O)c1ccc(OC)cc1 | -92.8%[inhibitor] | i | -1.0% | i | -1.8% | . | -2.1% | -10.4 | -6.2%
Nc1cccc2[nH]c(C(F)(F)F)nc12 | 0.9% | i | -0.4% | -8.5% | 11.1% | 12.8% | -7.0% | -19.8 | -32.9%[inhibitor]
O=C(Nc1ccc(F)c(F)c1)c1cc(S(=O)(=O)N2CCc3ccccc32)ccc1F | 6.6% | . | . | i | 4.4% | 10.0% | . | . | -1.6%
Cc1ccc2c(=O)c(C(=O)c3ccccc3)cn(CC(=O)NCc3ccccc3)c2n1 | 7.2% | . | . | -27.1% | 11.4% | -10.6% | . | . | -14.0%
CCc1ccccc1OCCSc1nnc(-c2cc(OC)c(OC)c(OC)c2)o1 | -20.2% | . | . | -36.3%[inhibitor] | ? | ? | . | . | -16.1%
CC1CN(S(=O)(=O)c2ccc(C(=O)Nc3ccc(S(=O)(=O)Nc4nccs4)cc3)cc2)CC(C)O1 (stereo not given) | 0.0% | i | -13.8% | -23.6% | 0.3% | . | -5.7% | -0.6 | 4.9%
CCOc1cc(C(=O)Nc2cc(OC)cc(OC)c2)ccc1OCC(=O)N1CCOCC1 | 1.0% | i | -3.2% | -4.3% | 5.8% | 3.5% | 1.4% | -17.3 | -14.8%
Cn1c(SCc2ccccc2C#N)nc2ccccc2c1=O | -4.0% | i | 23.9% | -13.7% | -28.7% | -8.0% | 0.6% | 21.8 | -25.2%
COc1ccc(C(NCC(=O)NC(C)c2ccc(Cl)cc2)c2ccccc2)cc1 (stereo not given) | -9.2% | i | 6.7% | -12.6% | ? | -3.0% | 1.4% | -23.1 | 15.6%
CSc1ccc(CNc2nnnn2C)cc1 | 6.2% | i | 4.9% | -1.9% | 13.5% | 2.1% | -0.9% | -3.4 | 2.8%
COC(=O)c1cccc(C(=O)N2CCCC(CCC(=O)N(C)CCc3ccccn3)C2)c1 (stereo not given) | -5.7% | i | -1.7% | i | 0.9% | 3.7% | 6.2% | 1.2 | 15.0%
CSc1ccccc1N=Cc1nc(-c2ccccc2)oc1O | 3.9% | i | 11.1% | i | 3.7% | -1.2% | -11.5% | -13.8 | 6.1%
CC12CCC(=O)C=C1CCC1C2C(O)CC2(C)C1CCC2(O)C(=O)CO (stereo not given) | 0.8% | i | -5.3% | -17.0% | -8.4% | -26.0% | 0.5% | 0.3 | 0.0%
Cc1ccccc1-c1nc2c3ccccc3nc(=S)n2[nH]1 | 16.9% | i | 1.9% | -23.6% | ? | -8.1% | 1.6% | 13.8 | 6.1%

Quoted from the listing.
FUS suppressor, `CSc1ccc(CNc2nnnn2C)cc1` stands at 2.1%
aSyn rescue, `CC12CCC(=O)C=C1CCC1C2C(O)CC2(C)C1CCC2(O)C(=O)CO` (stereo not given) stands at 0.5%
TDP43 rescue, `CCOC(=O)CSC(=S)NC(=O)c1ccc(OC)cc1` stands at -92.8%[inhibitor]
Abeta rescue, `CCc1ccccc1OCCSc1nnc(-c2cc(OC)c(OC)c(OC)c2)o1` stands at -16.1%

More structures follow.
SMILES | TDP43 rescue | Akt phos inh | GLP-1R agonist | PTHR1 agonist | GLP1R inv ag | FUS suppressor | aSyn rescue | DRD3 antagonist | Abeta rescue
CSCCC1NC(=O)N(CC(=O)Nc2ccc(Cl)c(S(=O)(=O)N3CCOCC3)c2)C1=O (stereo not given) | -24.9% | i | 12.6% | -26.2% | 110.2%[activator] | 9.4% | -6.5% | -6.5 | -15.4%
Cc1c(C(=O)O)nnn1-c1ccccc1 | 21.0% | i | -18.3% | i | -5.7% | -11.7% | 3.3% | 8.3 | 25.0%
CCOc1cc(/C=C/C(=O)N(CC)CC(=O)NCc2cccs2)cc(Cl)c1OC | -9.7% | i | 14.5% | -8.5% | ? | 22.5% | -0.4% | -12.9 | 8.9%
COC(=O)C(NS(=O)(=O)c1ccccc1Cl)c1ccccc1 (stereo not given) | -21.2% | i | 6.1% | -13.6% | -13.6% | 0.9% | -9.1% | 3.4 | 1.4%
COc1ccc(/C=C/C(=O)Nc2cc(-c3nc4ccccc4o3)ccc2OC)cc1 | 8.3% | . | . | i | ? | 10.1% | . | . | -9.1%
CCOc1ccccc1CNC(=O)CSc1nnc(C)c2c(C)n(-c3ccccc3)nc12 | -8.0% | . | . | i | -12.5% | -5.1% | . | . | -6.8%
Cc1ccc(NC(=S)NC(=O)C2CCCCC2)c(Br)c1 | 0.6% | i | 22.8% | -24.0% | ? | -2.8% | 5.4% | 17.4 | ?
COc1cc(/C=C2/CC/C(=C/c3ccc(O)c(OC)c3)C2=O)ccc1O | 19.9% | i | 5.3% | -85.7%[inhibitor] | ? | ? | -11.0% | -15.0 | 3.1%
COc1ccc(/C=C/C(=O)OCC(=O)Nc2ccc3c(c2)OCO3)cc1 | 3.1% | i | -2.0% | -18.8% | 1.0% | 16.0% | 0.9% | ? | 1.4%
CCCCN1C(=S)NC[C@@H]1Cc1ccccc1 | 23.0% | i | 2.8% | i | ? | -2.6% | 4.9% | 4.1 | 8.1%
CCN(CC)C(=O)Cn1c(=O)n(C)c2ccccc21 | 7.6% | i | -2.0% | 16.8%[57.5 µM] | 16.6% | -2.8% | 3.9% | 15.0 | -4.5%
CCN(CC)C(=O)C1c2ccccc2Oc2ccccc21 | . | i | 8.1% | -5.8% | ? | 0.2% | -0.6% | ? | 10.6%
O=C1C(=Cc2ccc(Cl)cc2)CCc2ccccc21 | 0.0% | i | -2.8% | -50.4%[inhibitor] | -0.2% | -23.4% | -14.9% | -2.2 | -29.3%
Cc1ccc(NC(=O)c2ccc(-n3cccn3)c([N+](=O)[O-])c2)cc1 | -6.7% | i | 1.1% | -54.3%[inhibitor][57.5 µM] | 0.0% | 10.6% | -9.4% | -52.6* | -37.7%[inhibitor]
Nc1nc(COc2ccc(F)cc2Cl)nc(N2CCCCC2)n1 | ? | i | 15.5% | i | ? | 25.3% | 4.6% | 10.9 | 6.7%
CC(=O)N(Nc1ccccc1)c1ccccc1 | 14.5% | i | -1.3% | i | 25.1% | 1.5% | 2.0% | 14.1 | -2.4%
COCCNC(=O)C1CCCN(C(=O)c2cccnc2Oc2ccccc2)CC1 (stereo not given) | 13.1% | i | -8.0% | -5.6% | 27.8% | -0.8% | 0.0% | -0.5 | -19.3%
Cc1cccc(NC(=O)CN2CCOCC2)c1C | -0.8% | i | 7.8% | -19.3% | 3.7% | -22.8% | -0.7% | 7.8 | -5.8%
O=C(CSc1nccn(-c2ccc(Br)cc2)c1=O)Nc1ccccc1F | 14.3% | i | -24.8% | ? | 11.8% | 37.7% | -0.4% | -8.7 | 9.3%
CC(=O)N1CCc2c(sc(NC(=O)CS(=O)(=O)c3ccc(F)cc3)c2C(N)=O)C1 | 6.9% | i | -2.4% | i | 9.6% | 8.2% | 0.9% | 8.6 | 7.3%
CCOc1ccc(N=Nc2cc(C(C)C)ccc2O)cc1 | 22.7% | i | -5.0% | i | 18.5% | -26.5% | -6.6% | 8.8 | 19.8%
CC1CCCC(NC(=S)NC(=O)c2ccco2)C1C (stereo not given) | ? | i | 26.7% | -10.7% | ? | . | -17.7% | -18.4 | -23.0%
Cc1cccc(-c2noc(-c3ccc(N4CCCC4)c([N+](=O)[O-])c3)n2)c1 | 9.9% | . | . | i | -1.1% | 0.9% | . | . | -16.9%
Cc1ccc(NS(=O)(=O)c2ccc3c(c2)n(C)c(=O)c(=O)n3C)c(C)c1 | -15.2% | i | 10.5% | -8.7% | 3.8% | 6.8% | 0.9% | ? | -5.8%
CC(C)c1ccccc1NC(=O)COC(=O)c1cc(=O)[nH]c(=O)[nH]1 | -0.4% | i | 0.4% | -9.0% | 3.6% | 7.6% | -0.9% | 6.4 | 1.2%
CC(=O)Nc1ccc(S(=O)(=O)N(C)CC(=O)OCC(=O)c2cc(C)n(-c3ccc4c(c3)OCO4)c2C)cc1 | -11.5% | i | -2.1% | i | 0.8% | ? | -11.9% | 0.9 | -6.5%
Cc1cccc(N2CC(C(=O)Nc3ccc4c(c3)OCO4)CC2=O)c1C (stereo not given) | 7.7% | i | -8.7% | -2.8%[57.5 µM] | ? | 5.5% | 2.5% | 5.7 | 0.2%
COc1ccc2c(c1)CCc1c(C(=O)NCCCn3ccnc3)noc1-2 | -26.2% | i | 8.5% | -9.7%[57.5 µM] | -1.2% | 20.1% | 1.7% | 9.4 | -7.2%
C/C(=N/NC(=O)CNC(=O)c1ccco1)c1ccc(Cl)cc1 | 14.5% | i | -4.4% | ? | 8.5% | -12.0% | -10.3% | -24.7 | 4.9%

Results in GLP-1R agonist, Abeta rescue and TDP43 rescue, for 2 of the compounds above:
compound | GLP-1R agonist | Abeta rescue | TDP43 rescue
Cc1ccc(NS(=O)(=O)c2ccc3c(c2)n(C)c(=O)c(=O)n3C)c(C)c1 | 10.5% | -5.8% | -15.2%
CC(C)c1ccccc1NC(=O)COC(=O)c1cc(=O)[nH]c(=O)[nH]1 | 0.4% | 1.2% | -0.4%

Bioassay records (PubChem)

A portion of the library. The share of hits here may be higher or lower than overall.
